BRCA1 expr up: activators of BRCA1 expression | MCF7-BRCA1-FFLuc reporter, luminescence, 48 h; response scale: scaled: vehicle 0%, 10 µM genistein 100% | Potency, µM (titrated, usually from 46.1 µM), for the others: top-dose activation, actives largely listed as activators | actives 1.1% (n = 380,000); further: potency means the concentration at half of the fitted maximal effect; nearly all actives have a fitted effect of over 80% in size; some results filed as inactive show a strong effect at the top dose
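Using MCF7 cells harboring a BRCA1 firefly luciferase reporter, plated 2 h before compound pinning, the screen measured luminescence after 48 h incubation. Responses were normalized to DMSO and 10 microM genistein, then fitted for concentration-effect.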
NPC1 prom act: activates the NPC1 promoter; actives 2.4% (n = 320,000); Huh7 NPC1 promoter luciferase reporter, 24 h; AID 485313; Potency, µM (series often up to 9.22 µM), for inactives: top-dose activation, actives largely listed as activators;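 further: potency means the concentration at half of the fitted maximal effect; % of control where 0% means no effect; nearly all actives have a fitted effect of over 60% in size; reporter is driven by a mutant NPC1 promoter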
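Huh7 reporter cells (NPC1 promoter driving luciferase) are dosed with compound for 24 h at 37 °C, 5% CO2; luciferase detection reagent is then added and luminescence measured after 10 min at ambient temperature.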
ELG1 genotoxic: induces genotoxicity in HEK293T cells with luciferase-tagged ELG1; actives 1.3% (n = 330,000); HEK293T ELG1-luciferase reporter, luminescence, 16 h; AID 504466; Potency, µM (series often up to 46 µM), without a hit: at the highest dose activity change, positive = activation, most hits filed as activators; further: potency means the concentration at half of the fitted maximal effect; % of control where 0% means no effect; nearly all actives have a fitted effect of over 60% in size
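Luminescence read-out: rising ELG1-luciferase signal, reflecting elevated ELG1 protein under genetic stress, flags genotoxic compounds. Cells were treated for 16 hr at 37 °C before ONE-Glo detection.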
FLuc counter: inhibits or activates purified firefly luciferase, miR-21 counter-screen; purified FLuc, Km substrates, luminescence inhibition; Potency, µM (titrated, usually from 57.5 µM), for the others: top-dose activity change, negative = inhibition, most hits filed as inhibitors; actives 6.9% (n = 360,000); AID 588342;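 further: potency means the concentration at half of the fitted maximal effect; plate controls were vehicle for no effect and reference inhibitor for full effect; nearly all actives have a fitted effect of over 55% in size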
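Purified P. pyralis luciferase (10nM final) with 10uM D-luciferin and 10uM ATP (Km levels) in 50mM Tris acetate pH 7.5, 10mM Mg acetate, 0.01% Tween-20, 0.05% BSA; qHTS 6-point titration, ~60 µM downward; luminescence read.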
Giardia killer: Giardia lamblia killing; Giardia lamblia trophozoite viability; activity change, % at 7.66 µM, hits read low; actives 0.15% (n = 340,000); AID 540267; in the data active means activity change below about -80%; inconclusive means between about -30% and that limit;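 further: parasites exposed to compound for two days anaerobically before the ATP read; on the % scale 0 is the no-effect control and ±100 the full control effect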
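Media and compound were dispensed first, then trophozoites at 100 cells/well; plates sat 48 hrs at 37 deg C without oxygen before ATP luminescence reagent was added and read after 15-30 min at room temperature.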
Rab9 promoter act: activators of Rab9 promoter. Huh7 Rab9 promoter-luciferase reporter, luminescence, 24 h. Potency, µM (highest dose often 9.22 µM), for inactives: at the highest dose activation, negative = inhibition, actives largely listed as activators. actives 2.8% (n = 320,000). AID 485297; further: potency means the concentration at half of the fitted maximal effect; % of control where 0% means no effect; nearly all actives have a fitted effect of over 60% in size
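Stable Rab9-luc Huh7, 1500 cells/well, 2 h settle; cmpd in DMSO, 24 h, 37 °C/5% CO2; luciferase reagent 10 min RT; luminescence.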
VP16 counter: inhibits Gal4-VP16 luciferase reporter, ROR gamma counter-screen; AID 2546; actives 3.5% (n = 310,000); Potency, µM (highest dose often 53.6 µM), for inactives: at the top dose activity, negative = inhibition, actives largely listed as inhibitors; Drosophila S2 Gal4-VP16 UAS-luciferase, luminescence, 20 h;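 further: Gal4-VP16 expression switched on by copper sulfate through the metallothionein promoter; potency means the concentration at half of the fitted maximal effect; on the % scale 0 is the no-effect control and ±100 the full control effect; nearly all actives have a fitted effect of over 50% in size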
PKM2 activator: increases activity of human pyruvate kinase M2. P14618. purified PKM2, Kinase-Glo ATP luminescence, activation; response scale: 0% is enzyme alone, no compound. Potency, µM (doses to about 57.5 µM), inactives show at the highest dose activation, actives largely listed as activators. actives 0.34% (n = 260,000); further: potency means the concentration at half of the fitted maximal effect; on the % scale 0 is the no-effect control and ±100 the full control effect; nearly all actives have a fitted effect of over 55% in size
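Purified hPK-M2 (>95% pure) converted ADP (0.1 mM final) to ATP with 0.5 mM PEP in 50 mM imidazole pH7.2, KCl, MgCl2, Tween 20, BSA; 1 h at room temperature. ATP detected by Kinase-Glo luminescence.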
Menin-MLL TR inh: inhibitors of human menin-MLL interaction, mutant MLL peptide. AID 1768. actives 0.23% (n = 270,000). Menin + Texas Red MLL mutant peptide, fluorescence polarization. Potency, µM (highest dose often 61.6 µM), without a hit: at the top dose FP activity change, negative = inhibition, usual class: inhibitors; active means well fitted inhibition curve with a large enough effect in the polarisation, with a control signal flat, not every such curve was filed as active; inconclusive means small, poorly fitted or top-dose-only effect, or effect the other way, or a change in a side signal; inactive means no such curve, though single readings can be large or run the other way; the % refers to the polarisation; further: potency means the concentration at half of the fitted maximal effect; % of control where 0% means no effect; many of its hits are not listed in these tables
Target sequence (O00255 whole entry, looked up): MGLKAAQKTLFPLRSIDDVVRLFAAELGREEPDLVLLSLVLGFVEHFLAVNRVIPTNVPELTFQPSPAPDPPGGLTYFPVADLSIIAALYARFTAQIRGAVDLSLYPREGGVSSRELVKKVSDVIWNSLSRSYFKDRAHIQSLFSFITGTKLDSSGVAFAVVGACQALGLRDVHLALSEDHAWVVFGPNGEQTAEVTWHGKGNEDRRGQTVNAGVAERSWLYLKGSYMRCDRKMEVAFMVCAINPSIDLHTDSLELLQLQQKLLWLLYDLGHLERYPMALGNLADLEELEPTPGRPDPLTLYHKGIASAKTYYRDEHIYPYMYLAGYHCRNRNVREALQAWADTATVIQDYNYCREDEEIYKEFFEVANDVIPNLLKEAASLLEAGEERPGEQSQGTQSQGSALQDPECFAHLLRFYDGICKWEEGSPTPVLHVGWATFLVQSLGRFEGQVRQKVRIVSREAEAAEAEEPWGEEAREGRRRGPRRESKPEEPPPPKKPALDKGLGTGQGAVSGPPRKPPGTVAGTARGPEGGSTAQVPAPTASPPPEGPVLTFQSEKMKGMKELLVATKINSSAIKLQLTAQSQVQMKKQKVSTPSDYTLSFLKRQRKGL
p53 reactivator: restores transcriptional activity of mutant p53; H1299 p53-A138V BP100-luciferase reporter, luminescence, 24 h; Potency, µM (titrated, usually from 92.2 µM), without a hit: top-dose activity change, positive = activation, usual class: activators; actives 0.063% (n = 320,000); AID 504706; further: potency means the concentration at half of the fitted maximal effect; % of control where 0% means no effect; nearly all actives have a fitted effect of over 45% in size
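p53-null H1299 cells stably carrying temperature-sensitive p53-A138V and a BP100-luciferase reporter were pinned with compounds (4-point, 1:5 series) and held 24 hrs at 37 deg C. Luminescence was read 10 min after detection reagent.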
RORgamma inh: inhibitors of mouse ROR gamma transcriptional activity | P51450 | Drosophila S2 Gal4-RORgamma UAS-luciferase reporter, 20 h | Potency, µM (doses to about 53.6 µM), without a hit: at the top dose activity change, negative = inhibition, hits mostly inhibitors | actives 5.4% (n = 310,000) | AID 2551; further: potency means the concentration at half of the fitted maximal effect; on the % scale 0 is the no-effect control and ±100 the full control effect; nearly all actives have a fitted effect of over 60% in size
Target sequence (P51450 whole entry, looked up, the tested form may be a part): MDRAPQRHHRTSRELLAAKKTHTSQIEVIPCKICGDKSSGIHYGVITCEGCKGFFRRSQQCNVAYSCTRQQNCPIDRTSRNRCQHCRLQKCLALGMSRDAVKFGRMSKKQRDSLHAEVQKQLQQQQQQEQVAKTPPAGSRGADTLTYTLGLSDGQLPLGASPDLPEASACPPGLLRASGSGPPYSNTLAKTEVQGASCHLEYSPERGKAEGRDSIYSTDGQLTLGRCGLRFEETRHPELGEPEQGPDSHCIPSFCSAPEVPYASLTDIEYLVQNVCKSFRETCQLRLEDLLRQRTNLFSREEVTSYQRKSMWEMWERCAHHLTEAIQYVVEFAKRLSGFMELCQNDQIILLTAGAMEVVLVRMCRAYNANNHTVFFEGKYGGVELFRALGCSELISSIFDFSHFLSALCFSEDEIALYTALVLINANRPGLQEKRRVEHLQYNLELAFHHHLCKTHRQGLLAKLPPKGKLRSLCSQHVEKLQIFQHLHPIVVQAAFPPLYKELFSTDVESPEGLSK
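Drosophila Schneider cells stably carrying a metallothionein-driven Gal4 DBD–ROR gamma fusion and a UAS-Photinus luciferase reporter were exposed to compound for 1 hr, then induced with copper sulfate (700 uM final) for 20 hr at ambient temperature before luminescence reading.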
* = called active by the depositor; ? = inconclusive; nt = not tested or not shown; ! = a repeat was not active; [ ] = another dose, or the depositor's remark. Unless noted, the call rests on the fitted dose curve; in most records, active means well fitted curve in the direction sought with a large enough effect; inconclusive means small, poorly fitted or top-dose-only effect, or another doubt; inactive means no such curve, though single readings can be large; an effect the other way counts as inactive or inconclusive. A portion of the library; the hit share may differ from the screen's.

#1 COCCNC(=O)c1ccc(CN2CCC(Cc3ccccc3)CC2)cc1
#2 Cc1nc2ccccc2cc1OCc1ccc(Cl)cc1
#3 Cc1cc(NC(=O)c2c(-c3c(Cl)cccc3Cl)noc2C)n(C)n1
#4 COc1ccc(NC(=O)CN(C)C(=O)c2ccc3[nH]c4c(c3c2)CC(C)CC4)cc1 (configuration not stated)
#5 Cn1c(=O)n(C)c2cc(NC(=O)COc3ccc(F)cc3F)ccc21
#6 COc1ccccc1C(=O)N/C(=C\c1cn(S(=O)(=O)N(C)C)c2ccccc12)C(=O)N1CCCC1
#7 O=C(Cc1cccs1)Nc1nnc(-c2ccncc2)s1
#8 Cc1ccc(SCC(=O)O/N=C(\N)c2ccncc2)cc1

Screen / compound no.,1,2,3,4,5,6,7,8
p53 reactivator,nt,3%,-1%,-13%,?,-15%,11%,2%
Rab9 promoter act,0%,-23%,-6%,-7%,-3%,-2%,1%,1%
NPC1 prom act,-2%,-14%,0%,-1%,-4%,0%,1%,4%
PKM2 activator,2%[11.5 µM],-2%,-21%,nt,0%,nt,15%,-3%
FLuc counter,1%,?,-1%,-20%,-1%,1%,0%[2.3 µM],-8%
ELG1 genotoxic,-3%,-6%,0%,-3%,4%,-3%,0%,2%
Menin-MLL TR inh,-1%,3%,nt,nt,-2%,-13%,-12%,-2%
RORgamma inh,-39%,?,22%,nt,10%,0%,29%,-2%
VP16 counter,5%,3.5µM*,1%,nt,-6%,0%,6%,1%
BRCA1 expr up,-2%,-36%,-3%,12%,-11%,-37%,9%,33%
Giardia killer,11,-4,7,7,3,-12,-16,1

Limited to Giardia killer, NPC1 prom act and RORgamma inh, for some of the entries so far:
item | compound | Giardia killer | NPC1 prom act | RORgamma inh
2 | Cc1nc2ccccc2cc1OCc1ccc(Cl)cc1 | -4 | -14% | ?
1 | COCCNC(=O)c1ccc(CN2CCC(Cc3ccccc3)CC2)cc1 | 11 | -2% | -39%

Later entries:
#9 Cc1ccc(NC(=O)Nc2nnc(CSCCOc3ccc(Cl)cc3)s2)cc1
#10 Cc1ccc(-c2n[nH]c(=O)c3ccccc23)cc1S(=O)(=O)NCCO
#11 CC(=O)c1cccc(S(=O)(=O)N2CCCC(c3nc(-c4ccc(C)o4)no3)C2)c1 (configuration not stated)
#12 CCCSc1ccc(-c2nn(-c3ccccc3)cc2/C=C(/C#N)C(=O)NCCCOC)cc1
#13 O=C(CCC(=O)NC1CCN(Cc2ccccc2)CC1)NCc1ccco1
#14 CN(CCC#N)C(=S)NC(=O)c1ccc(S(=O)(=O)N2CCOCC2)cc1
#15 COc1ccc2[nH]cc(S(=O)(=O)c3ccc(F)cc3)c(=O)c2c1
#16 CCOC(=O)N1CCN(/[N+]([O-])=N/Oc2ccc([N+](=O)[O-])cc2[N+](=O)[O-])CC1

Screen / compound no.,9,10,11,12,13,14,15,16
p53 reactivator,10%,-4%,4%,-4%,-6%,-2%,5%,nt
Rab9 promoter act,-2%,3%,1%,0%,-5%,0%,-6%,-43%[inhibitor][46.1 µM]
NPC1 prom act,0%,-4%,1%,-5%,2%,-1%,1%,-32%[inhibitor][46.1 µM]
PKM2 activator,4%,-3%,22%,0%,6%,17%,0%,nt
FLuc counter,-2%,2%,?,3%,-1%,7%,-2%,nt
ELG1 genotoxic,-4%,16%,-3%,-2%,2%,1%,-9%,nt
Menin-MLL TR inh,-25%,3%,1%,4%,-5%,0%,0%,?
RORgamma inh,33%,-23%,-24%[10 µM],-1%,-13%,5µM*,28%,8.9µM*
VP16 counter,-11%,12%,3%,5%,4%,?,?,7.1µM*!
BRCA1 expr up,-11%,-30%,-3%,-18%,-17%,3%,0%,nt
Giardia killer,2,-3,-1,3,3,5,-1,-12

Fetched one by one from the entries so far, three records:
#10 Cc1ccc(-c2n[nH]c(=O)c3ccccc23)cc1S(=O)(=O)NCCO
#15 COc1ccc2[nH]cc(S(=O)(=O)c3ccc(F)cc3)c(=O)c2c1
#16 CCOC(=O)N1CCN(/[N+]([O-])=N/Oc2ccc([N+](=O)[O-])cc2[N+](=O)[O-])CC1

Screen / compound no.,10,15,16
p53 reactivator,-4%,5%,nt
Rab9 promoter act,3%,-6%,-43%[inhibitor][46.1 µM]
NPC1 prom act,-4%,1%,-32%[inhibitor][46.1 µM]
PKM2 activator,-3%,0%,nt
FLuc counter,2%,-2%,nt
ELG1 genotoxic,16%,-9%,nt
Menin-MLL TR inh,3%,0%,?
RORgamma inh,-23%,28%,8.9µM*
VP16 counter,12%,?,7.1µM*!
BRCA1 expr up,-30%,0%,nt
Giardia killer,-3,-1,-12

Continuation:
#17 COc1cc(/C=C(/NC(=O)c2ccccc2)C(=O)N2CCN(C)CC2)c([N+](=O)[O-])cc1OC
#18 CCN(CC)c1nc(N2CCOCC2)c(C#N)c2c1CN(C)CC2
#19 Cc1ccc(C)c(N2CCN(CCCNC(=O)Cn3cccc3C(=O)c3ccccc3)CC2)c1
#20 OCCC#Cc1ccc(CN2CCN(Cc3ccccc3)C(CCO)C2)cc1 (configuration not stated)
#21 NNC(=O)c1ccc(CN2C(=O)c3cccc4cccc2c34)cc1
#22 CN(Cc1nc2ccccc2c(=O)[nH]1)C(=O)c1cccc(S(=O)(=O)N2CCCC2)c1
#23 Cc1ccc2[nH]c3c(=O)n(CCc4cnc[nH]4)cnc3c2c1
#24 COc1ccc(NC(=O)C(c2ccc(Cl)cc2)C(C)C)cn1 (configuration not stated)

Screen / compound no.,17,18,19,20,21,22,23,24
p53 reactivator,1%,6%,29%,-1%,0%,6%,15%,-9%
Rab9 promoter act,-9%,5%,-3%,-3%,-2%,-1%,?,11%
NPC1 prom act,0%,-3%,-9%,-4%,0%,7%,23%,-3%
PKM2 activator,-7%,0%,-1%,1%,5%,nt,14%,-2%
FLuc counter,0%,1%,-1%,0%,0%,0%,?,2%
ELG1 genotoxic,-1%,9%,-13%,-1%,-6%,1%,6%,-2%
Menin-MLL TR inh,10%,-1%,-20%,5%,7%,nt,-16%,?
RORgamma inh,-2%,?,-14%,-9%,-30%,nt,15%,44%
VP16 counter,-7%,6%,-9%,-4%,2%,nt,0%,-5%
BRCA1 expr up,5%,-15%,-59%,1%,-2%,-13%,81%,-20%
Giardia killer,-30,6,-15,10,-7,4,13,?

#25 COc1cccc(-c2csc(NC3OC(=O)c4c3ccc(OC)c4OC)n2)c1 (configuration not stated)
#26 O=C(CCc1ccc(Oc2cc([N+](=O)[O-])cc([N+](=O)[O-])c2)cc1)Nc1cccc(Cl)c1
#27 Cc1ccc(CNC(=O)C2CCC(CNS(=O)(=O)c3cccs3)CC2)cc1 (configuration not stated)
#28 Cc1ccc(SCCC(=O)NCC2CCCO2)cc1 (configuration not stated)
#29 CN1C(=O)N(C)C2C1N(CN1CCCCC1)C(=O)N2CN1CCCCC1 (configuration not stated)
#30 COc1cccc2cc(-c3cc(=O)oc4ccc(OCC(C)=O)cc34)oc12
#31 CCOc1cccc(C(=O)Nc2ccc(S(=O)(=O)Nc3cc(C)on3)cc2)c1
#32 COc1ccccc1N1CCN(C(=O)c2oc3ccc(F)cc3c2C)CC1
#33 CCOC(=O)NC(=O)CSc1nc2ccc([N+](=O)[O-])cc2[nH]1
#34 CCc1c(C)n([O-])c2c([n+]1=O)CCCCC2

Screen / compound no.,25,26,27,28,29,30,31,32,33,34
p53 reactivator,12%,5%,0%,18%,10%,-2%,-9%,-2%,11%,-6%
Rab9 promoter act,?,?,6%,-1%,12%,-3%,-1%,-2%,-5%,-1%
NPC1 prom act,29%,-4%,0%,-5%,1%,2%,1%,-22%,3%,-4%
PKM2 activator,-6%,29%,-1%,-2%,-4%,nt,-9%,1%,9%,-24%
FLuc counter,?,12%,-1%,2%,2%,1%,?,1%,-2%,1%
ELG1 genotoxic,15%,-6%,9%,18%,2%,-5%,6%,-11%,0%,-2%
Menin-MLL TR inh,nt,?,?,23%,9%,nt,11%,?,-1%,-10%
RORgamma inh,1%,?,11%,27%,23%,-28%,21%,14%,21%,?
VP16 counter,?,-10%,6%,6%,1%,-9%,-2%,-1%,25%,2%
BRCA1 expr up,71%,-43%,-2%,-8%,-6%,-18%,2%,-84%[inhibitor],-15%,12%
Giardia killer,-12,4,-5,31[activator],7,13,-11,10,-7,11

Screens: PubChem, National Center for Advancing Translational Sciences (NCATS)
